# High-throughput results deposited in PubChem by several laboratories.
# PRMT1 inh: PRMT1 (human) inhibition, primary screen; 370,000 tested, 1.3% active; Q99873; AID 652257; inhibition, % at 2.79 µM; recombinant PRMT1, activity-based probe fluorescence polarization;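 active = inhibition above about 21% made by adding two undisclosed values, limit read from the data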
# Target sequence (Q99873 whole entry, looked up): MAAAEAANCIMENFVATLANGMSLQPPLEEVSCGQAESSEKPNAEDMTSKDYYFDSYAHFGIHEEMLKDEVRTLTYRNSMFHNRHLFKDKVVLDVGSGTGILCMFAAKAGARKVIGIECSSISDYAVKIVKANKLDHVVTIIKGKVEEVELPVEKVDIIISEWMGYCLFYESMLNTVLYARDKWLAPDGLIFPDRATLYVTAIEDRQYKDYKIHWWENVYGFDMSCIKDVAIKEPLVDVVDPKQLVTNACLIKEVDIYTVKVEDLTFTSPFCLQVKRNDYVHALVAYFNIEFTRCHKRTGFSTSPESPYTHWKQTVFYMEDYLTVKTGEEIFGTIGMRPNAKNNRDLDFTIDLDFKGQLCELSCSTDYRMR
# rCAG binder: r(CAG) repeat RNA binding; inhibition, % at 3 µM; TO-PRO-1 dye displacement fluorescence; 370,000 tested, 1.3% active;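 active = inhibition above the plate cutoff, the mean of all test compounds on that plate plus 3 SD, cut at about 35% in these data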;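 also: 0% = DMSO alone and 100% = 100 µM mitoxantrone as full dye displacement; higher means more dye released from RNA so lower well fluorescence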
# LEDGF integ inh: blocks HIV-1 LEDGF/p75-dependent DNA integration; TR-FRET IN-LEDGF/p75 DNA integration, Eu/Cy5; inhibition, % at 3.7 µM; 370,000 tested, 0.64% active; AID 743269;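 active = inhibition above the screen-wide mean plus 3 SD, cut at about 13% in these data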;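 also: signal is the Cy5 over europium emission ratio at 671 and 618 nm; 0% = plate median of compound wells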
# mABHD4 FP: ABHD4 (mouse) inhibition, primary FP screen; 370,000 tested, 0.54% active; Q8VD66; inhibition, % at 8.92 µM; purified mABHD4, FP-Rh probe fluorescence polarization;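 active = inhibition exceeding the mean over every tested compound plus 3 SD, cut at about 30% in these data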;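 also: 0% = plate median of compound wells and 100% = S159A mutant with DMSO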
# Target sequence (Q8VD66 whole entry, looked up): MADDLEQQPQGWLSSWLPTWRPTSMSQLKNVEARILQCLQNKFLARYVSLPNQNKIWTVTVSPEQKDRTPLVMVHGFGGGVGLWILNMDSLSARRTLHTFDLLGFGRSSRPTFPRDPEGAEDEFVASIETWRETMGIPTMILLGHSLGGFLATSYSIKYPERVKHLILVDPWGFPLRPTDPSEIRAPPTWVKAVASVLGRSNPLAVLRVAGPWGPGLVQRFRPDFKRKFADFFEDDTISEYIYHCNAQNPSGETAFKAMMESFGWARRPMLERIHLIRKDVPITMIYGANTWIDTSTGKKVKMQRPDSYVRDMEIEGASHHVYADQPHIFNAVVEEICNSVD
#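 Assay system: Wild-type mouse ABHD4 protein | Medium: HEPES pH 7.0 buffer, 150 mM NaCl, 0.01% Pluronic F-127 | Incubation: Enzyme–compound pre-incubation 45 min, then probe 60 min, both 25 °C | Technique: Fluorescence polarization with parallel and perpendicular emission, 525/598 nm | Evaluation: % inhibition of FP-Rh probe binding versus controls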
# HTRA1 inh: inhibitors of human serine peptidase HTRA1; Q92743; recombinant HTRA1, FP-rhodamine activity-based probe, fluorescence polarization; inhibition, % at 5.96 µM; 340,000 tested, 0.5% active; AID 504803; in the data active = inhibition above about 36%;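 also: 0% = enzyme with DMSO and 100% = wells lacking enzyme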
# TCR-CD3 inh: inhibitors of human TCR-CD3 interaction | TAMRA-labeled TCR probe fluorescence, biochemical | inhibition, % at 9.4 µM | 360,000 tested, 0.37% active; in the data active = inhibition above about 19%;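 also: recombinant mutant TCR 2C K166C tagged with TAMRA read by polarization; 0% = receptor in buffer alone and 100% = receptor with positive control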
# NR1D1 modulator: Rev-erb alpha (human) modulation | Rev-erbα–FITC-DNA binding, fluorescence polarization, 90 min | activity, % at 10 µM | 370,000 tested, 0.79% active | AID 1259318;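 active = activity above about 14%, limit read from the data; passing the limit was not always enough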;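 also: 0% = DMSO wells with 35 nM protein and 100% = DMSO wells with 750 nM protein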
# PG9 Ab binder: PG9 antibody binding by small molecule | AID 624416 | TR-FRET gp120-PG9 antibody binding | 360,000 tested, 0.43% active | inhibition, % at 6.7 µM; in the data active = inhibition above about 8.5%
# TDP2 inh: blocks human TDP2 phosphodiesterase activity; inhibition, % at 12.8 µM; 370,000 tested, 0.34% active; O95551; recombinant TDP2, T5PNP hydrolysis, p-nitrophenol absorbance 415 nm; AID 720702;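 active = inhibition above the mean of all tested compounds plus 3 SD, set per campaign, cut at about 25% in these data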;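 also: 0% = DMSO with enzyme and 100% = buffer with substrate but no TDP2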
# Target sequence (O95551 whole entry, looked up): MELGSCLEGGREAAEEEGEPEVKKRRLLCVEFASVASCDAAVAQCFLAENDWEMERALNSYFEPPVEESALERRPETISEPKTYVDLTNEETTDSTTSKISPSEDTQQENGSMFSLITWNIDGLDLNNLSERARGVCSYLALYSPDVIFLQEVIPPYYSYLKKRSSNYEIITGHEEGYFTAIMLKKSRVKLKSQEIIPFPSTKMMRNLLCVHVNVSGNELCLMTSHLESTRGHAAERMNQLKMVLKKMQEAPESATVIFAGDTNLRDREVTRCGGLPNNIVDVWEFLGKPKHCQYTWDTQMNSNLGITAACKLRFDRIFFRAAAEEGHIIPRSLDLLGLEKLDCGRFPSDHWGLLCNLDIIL
#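 Test system: Human TDP2 enzyme | Reagent: 5 mM T5PNP | Compound dosing: 12.8 µM single point, 1% DMSO | Incubation: Enzyme reaction with compound for 2 h at 37 °C | Technique: p-Nitrophenol epi absorbance | Read-out: % inhibition relative to enzyme-containing and enzyme-free wells | Benchmarks: High control without enzyme, low control DMSO plus TDP2 | Replicates: Singlicate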
# SIAE primary: inhibitors of human sialic acid acetylesterase SIAE; Q9HAT2; SIAE FP-Rh probe binding, fluorescence polarization; inhibition, % at 9.66 µM; 370,000 tested, 0.69% active; AID 1053197;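 active = inhibition above a cutoff: mean of compounds within the control limits plus 3 SD of those, cut at about 17% in these data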;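 also: 0% = plate median of compound wells and 100% = probe without SIAE protein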
# * hit, by the source's call; x = not tested or not shown; & = joins results of further samples. An excerpt; count on the stated rates, not on these rows.
smiles	LEDGF integ inh	HTRA1 inh	PG9 Ab binder	SIAE primary	TDP2 inh	PRMT1 inh	rCAG binder	mABHD4 FP	NR1D1 modulator	TCR-CD3 inh
COc1ccc(Br)c(C(=O)Nc2ccc(F)cc2)c1	-4	-2	0.7	-5	-15	4	-4	1	0	-2
CN(C)c1ccc(C=NN2C(=O)CSC2=S)c(Cl)c1	8	7	-2.1	-11	-8	7	16	-21	22*	-16
CCOc1ccc(NC(=O)CN(C)C(=O)C2CCN(C(=O)Nc3ccccc3)CC2)cc1OCC	2	9	-2.1	-6	-14	-1	-2	6	-9	-4
Cc1ccc(C(=O)N2c3ccccc3NC(=O)C2C)cc1 (configuration not stated)	6	0	-0.8	-1	-3	2	-1	10	-3	10
CCCCN(C)C(=O)c1cn(CC)c2ccc(S(=O)(=O)N(C)C)cc2c1=O	-3	1	-3.2	2	-1	4	-4	-3	-9	-5
CCN(c1ccccc1)S(=O)(=O)c1ccc(C(=O)Oc2ccc(C(C)=O)cc2)cc1	-2	-7	2.8	-8	-2	7	-3	-8	-2	-1
Cc1ccc(Cn2nnc3c(=O)n(Cc4cccc(C)c4)cnc32)cc1	8	-21	0.6	1	-15	-1	0	-7	-4	0
CC(=O)c1sc(Nc2cccc3ccccc23)nc1C	-1	-3	-0.4	1	-13	7	-2	-1	2	-1
O=C(Nc1ccc(-n2cccn2)cc1)C1CCN(Cc2ccsc2)CC1	0	0	0.0	1	-9	1	-5	-3	-2	7
CCCCNC(=O)c1ccc(CNS(=O)(=O)c2ccc(Br)cc2)cc1	-3	-2	-1.2	-7	4	5	-3	-3	-1	-8

# Entries listed above marked active in NR1D1 modulator.
canonical_smiles,LEDGF integ inh,HTRA1 inh,PG9 Ab binder,SIAE primary,TDP2 inh,PRMT1 inh,mABHD4 FP,NR1D1 modulator,TCR-CD3 inh
CN(C)c1ccc(C=NN2C(=O)CSC2=S)c(Cl)c1,8,7,-2.1,-11,-8,7,-21,22*,-16

# (cont.)
smiles	LEDGF integ inh	HTRA1 inh	PG9 Ab binder	SIAE primary	TDP2 inh	PRMT1 inh	rCAG binder	mABHD4 FP	NR1D1 modulator	TCR-CD3 inh
O=C(COC(=O)C1(c2ccc(F)cc2)CCCC1)N1CCN(C(=O)c2ccco2)CC1	2	1	0.0	-1	17	-1	2	-11	-7	-9
Cc1ccc(Cn2nnc3c(=O)[nH]c(C4CCCN(S(=O)(=O)c5ccc(F)cc5)C4)nc32)cc1 (configuration not stated)	5	-4	-0.2	-2	2	2	19	4	-6	2
CC(=O)Nc1ccc(NC(=O)C(Sc2ccccc2)c2ccccc2)cc1 (configuration not stated)	3	-11	-0.7	3	-5	-1	5	-6	-5	-2
CC(C)N1CC(O)=C(c2ccccc2)C1=N	2	-3	-2.9	6	-3	-1	2	-3	-5	4
Cc1cc(NC(=O)COC(=O)[C@@H](NS(=O)(=O)c2ccccc2)C(C)C)no1	-3	-2	-0.8	-1	-6	4	-5	-4	-10	0
O=C(c1ccc(Oc2ccc([N+](=O)[O-])cc2)cc1)N1CCCCCC1	-1	-8	2.2	3	-16	1	-8	-10	4	-4
CCNC(=O)NC(=O)C(C)OC(=O)C1CCN(S(=O)(=O)c2ccccc2F)CC1 (configuration not stated)	-2	4	-1.5	5	-2	-1	-9	1	-5	6
C/C=C(/C)C(=O)Nc1cccc(C2=NOC3(C2)C[C@H](C(N)=O)N(C(=O)c2ccccc2)C3)c1 (some centres not stated)	3	1	0.3	5	3	2	2	4	0	3
O=C(O)CSc1nc2ccccc2[nH]1	-4	5	-0.2	1	-4	-2	6	-2	-4	1
O=C1OC(c2ccc(O)cc2)(c2ccc(O)cc2)c2ccccc21	-1	-9	0.1	-4	-5	-1	1	-27	-5&-5	5
O=C(Cn1c(=O)c2cccn2c2ccccc21)NCCCN1CCCCC1	-3	-1	0.5	-2	-4	2	-1	5	-2	-1
O=C1CC(N2CCC(c3nc4ccccc4[nH]3)CC2)C(=O)N1Cc1ccccc1 (configuration not stated)	-5	2	0.3	-2	11	33*	-2	-2	1	-2
CCOC(=O)CSC1=N/C(=C\c2cccnc2)C(=O)N1c1ccc(OC)cc1	-3	-2	0.8	1	9	2	-2	3	6	2
CCOC(=O)c1c(C)[nH]c(C)c1C(=O)CSc1nnc(-c2ccncc2)n1C	-4	10	0.5	6	4	0	-1	9	-3	-4
Cc1cc(F)ccc1S(=O)(=O)Nc1ccccc1C(=O)N1CCCC1	-4	1	-0.1	5	0	3	2	6	5	-3
CCOC(=O)C1=CCN(S(=O)(=O)c2ccccc2C)C1c1cccc(Cl)c1 (configuration not stated)	-2	x	0.2	4	8	-3	-2	-17	-4	3
COc1ccc(S(=O)(=O)N(C)C(C)CCc2ccco2)cc1 (configuration not stated)	1	-10	-1.1	-9	1	4	6	2	-8	-1
O=S1(=O)NC(c2ccccc2)CC(CC2CCCCC2)O1 (configuration not stated)	-3	-29	-0.9	-6	0	2	0	-17	4	4
CCS(=O)(=O)Nc1ccc(Cc2ccncc2)cc1	-5	5	-0.4	-3	-4	-1	-3	5	1	6
Nc1nonc1C(=O)N/N=C/c1cc2c(cc1Br)OCO2	-2	-4	0.5	-22	-2	5	-1	-3	-18	-5
Cc1ccc(CN2CCN(Cc3ccc4cc(F)ccc4n3)CC2CCO)o1 (configuration not stated)	4	7	1.5	1	-11	-3	-3	-3	-1	-3
CCC(NC(=O)c1cc(COc2ccc(Cl)cc2OC)on1)c1ccncc1 (configuration not stated)	-3	-2	-1.6	-1	5	1	-6	0	-3	2
COc1cc(NC(=O)c2cccc3c2C(=O)N(C2CCCCC2)C3)cc(OC)c1OC	0	-9	1.5	6	1	-4	15	-18	-10	0
COc1cc(OC)c2ccc(=O)oc2c1C(CCN1CCCC1)c1ccc2c(c1)OCO2 (configuration not stated)	1	-2	0.8	3	4	-3	8	-3	1	2
Cc1ccc(OCC(=O)NC2CCCC(C)C2C)c([N+](=O)[O-])n1 (configuration not stated)	0	0	0.8	-1	2	5	-3	0	-2	-8
ONC(=Nc1ccccc1Cl)c1ccccc1Cl	-5	-5	-0.5	-4	-4	2	-3	3	1	-1
O=C(NCc1ccc2c(c1)OCO2)C(=O)NC1CCCCC1	6	2	0.2	4	-6	0	0	6	3	1
CCc1nnc(NC(=O)c2ccc3c(c2)C(=O)N(C(C)(C)C)C3=O)s1	2	3	0.0	15	-4	-5	1	3	1	6
Cc1ccc(S(=O)(=O)CC(=O)Nc2sc(C)c(C)c2C(N)=O)cc1	0	2	-1.6	-6	10	1	3	-5	5	-5
CCCCCNS(=O)(=O)c1cc(C)ccc1OC	2	1	1.5	1	-7	-2	-8	0	-4	4

# Compound profiles, as listed above.
# Profile of `CCC(NC(=O)c1cc(COc2ccc(Cl)cc2OC)on1)c1ccncc1` (configuration not stated) : LEDGF integ inh = -3; HTRA1 inh = -2; PG9 Ab binder = -1.6; SIAE primary = -1; TDP2 inh = 5; PRMT1 inh = 1; rCAG binder = -6; mABHD4 FP = 0; NR1D1 modulator = -3; TCR-CD3 inh = 2
# Profile of `Cc1ccc(CN2CCN(Cc3ccc4cc(F)ccc4n3)CC2CCO)o1` (configuration not stated) : LEDGF integ inh = 4; HTRA1 inh = 7; PG9 Ab binder = 1.5; SIAE primary = 1; TDP2 inh = -11; PRMT1 inh = -3; rCAG binder = -3; mABHD4 FP = -3; NR1D1 modulator = -1; TCR-CD3 inh = -3

# Following part:
smiles	LEDGF integ inh	HTRA1 inh	PG9 Ab binder	SIAE primary	TDP2 inh	PRMT1 inh	rCAG binder	mABHD4 FP	NR1D1 modulator	TCR-CD3 inh
C=CCOc1ccccc1CN1CCCN(C)CC1	-1	-2	1.0	-1	15	0	-3	12	-4	0
COc1cc2c(cc1OC)CN(S(=O)(=O)c1cccc(F)c1)CC2	-3	-1	-0.7	-7	7	5	2	-5	-5	4
COc1cccc(NC(=O)CSc2nccn2-c2cccc(OC)c2)c1	-2	-6	-0.5	3	4	0	2	0	2	-6
COc1cc(CNCc2ccccn2)ccc1OCc1ccc(Cl)cc1	3	11	-1.1	1	7	-1	-6	10	3	1
Cc1ccc(C(=O)CCC(=O)Nc2cccc(C(F)(F)F)c2)cc1	2	-4	0.5	5	3	2	1	-1	-7	-7
CC(=NNC1=NCCN1)c1cn(C2=NCCN2)nc1C	-1	x	-0.9	5	-3	2	-2	1	-1	-10
Cc1ccccc1OCC(=O)Nc1ccncc1	1	-1	-0.1	9	-5	11	2	-1	1	13
Cc1ccccc1CSc1nn2c(=O)c(C)nnc2s1	-5	-1	-0.7	-3	12	0	-3	6	-2	-8
O=C(CCCn1c(=O)oc2ccccc21)Nc1cccnc1	3	0	1.8	-4	-5	0	-4	16	2	1
CNC(=S)N1N=C(c2ccc(C)cc2)CC1c1cc(OC)ccc1OC (configuration not stated)	-7	-46	-1.0	2	-5	0	-2	-20	0	2
CC(OC(=O)CCC(=O)c1ccc(F)cc1)C(=O)NC1CCCCC1C (configuration not stated)	2	-5	-2.5	-8	-7	-2	-11	0	-9	0
CCOC(=O)C1CC(=O)c2cc(OC)c(OC)cc2C1 (configuration not stated)	0	4	-0.6	0	5	2	2	6	2	1
Cc1cccc(NC(=O)c2ccc(Cl)c(S(=O)(=O)N3CCCCCC3)c2)n1	-4	-29	0.6	8	4	3	4	-6	3	-8
Cc1cccc(NC(=O)c2ccccc2NC(=O)C(C)(C)C)n1	1	-1	-0.3	0	-3	0	-4	-2	-5	7
CCCCCN1C2=NCCN2c2ccccc21	0	6	-2.8	2	-12	0	6	-4	0	8
CCCCCCN1C[C@@H](O)[C@H](n2cc(C3CC3)nn2)C[C@@H]1c1ccc(OC)cc1	-1	2	-0.1	2	-4	0	2	-2	-3	-9
COc1ccc(OC)c(Nc2nc(-c3cccs3)cs2)c1	0	10	-0.9	20*	-1	3	18	27	-5	0
COc1ccc(N2CCN(S(=O)(=O)c3cccc4nsnc34)CC2)cc1	-2	7	-1.1	5	2	0	-4	-5	0	-1
O=C(Nc1ccccc1C(=O)NCCc1ccc(O)cc1)c1ccco1	-3	-2	-0.7	0	1	2	-4	18	-1	-3
O=C(NCc1cccs1)C(=O)c1cn(CC(=O)N2CCOCC2)c2ccccc12	-3	2	0.7	-5	-5	-1	0	2	3	2
COc1ncnc2c1ncn2CCCN1CCN(Cc2ccc(C)cc2)CC1	-4	3	0.6	0	5	4	-1	1	-4	-5
O=[N+]([O-])c1cc([N+](=O)[O-])c(N2CCCCCC2)cc1NCCO	4	-1	-2.5	3	-5	1	7	7	4	4
Clc1ccc(CO/N=C2\CCCc3nonc32)c(Cl)c1	1	-9	1.0	6	9	0	0	-10	3	2
C=CCNC(=O)c1onc(CSc2cccc(OC)c2)c1C(=O)NCC=C	2	-1	-2.6	1	2	1	-7	0	-2	-2
N#Cc1c2n(c3c(=O)n(CC(=O)c4ccc(Br)cc4)cnc13)CCCC2	5	-8	-0.2	-8	3	-5	1	-2	8	-1
COc1cccc(OC)c1C(=O)Nc1cccc(C(C)=O)c1	1	2	-1.6	1	6	-1	3	-6	-4	6
O=C(CCCCCNC(=O)c1ccccc1)N/N=C/c1ccc(O)cc1O	-4	-4	-0.2	2	-3	2	-2	2	0	-1
